Screens as filed in PubChem BioAssay.
KB-V1 cytotox = KB-V1 MDR subline cytotoxicity. Potency, µM (titrated, usually from 46.1 µM), for inactives: top-dose activity change, negative = cytotoxicity, most hits filed as cytotoxic. actives 3.4% (n = 400,000). AID 1347076. KB-V1 MDR cells viability, CellTiter-Glo, 72 h; note: potency is the fitted concentration of half-maximal effect; % is set by controls: 0 for no effect and ±100 for the full control effect; nearly all actives have a fitted effect of over 60% in size
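Potencies derive from concentration-effect curves fitted to normalized luminescence (CellTiter-Glo) of KB-V1 cells treated for 72 h at 37 degrees C in phenol-red-free DMEM containing 10% FBS.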
HT1080 IDH1KD tx = toxicity to HT-1080 IDH1 knockdown cells (counter line); HT-1080 IDH1 knockdown viability, ATP luminescence, 48 h; Potency, µM (top dose mostly 46.1 µM), inactives show at the highest dose activity, negative = toxicity, most hits filed as cytotoxic; actives 2% (n = 360,000); AID 686971;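 note: potency is the fitted concentration of half-maximal effect; 0% = DMSO wells and -100% = cell-free medium wells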
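IDH1KD HT-1080 cells, 750/well, RPMI + 5% FBS; compound pinned after 2 h settling; 48 h, 37 °C; CellTiter-Glo luminescence; % activity normalised to DMSO and no-cell wells; curves fitted, classed by r2 and efficacy.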
KB-3-1 tox = kills parental KB-3-1 adenocarcinoma cells; KB-3-1 viability, CellTiter-Glo ATP luminescence, 72 h; Potency, µM (doses to about 46.1 µM), without a hit: at the highest dose activity change, negative = cytotoxic, usual class: cytotoxic; actives 1.4% (n = 400,000); AID 1347075; note: potency is the fitted concentration of half-maximal effect; % is set by controls: 0 for no effect and ±100 for the full control effect; nearly all actives have a fitted effect of over 60% in size
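72 h, 37 °C compound treatment of KB-3-1 parental cells; CellTiter-Glo added, 10 min, luminescence read. Data corrected against DMSO-only plates and normalized before curve fitting.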
IL1B secr inh = blocks inflammasome-driven IL-1 beta release | activity change, % at 57.5 µM | actives 4.7% (n = 360,000) | THP-1 LPS/ATP IL-1B secretion, AlphaLISA, 16 h; hits give low values; in the data active = activity change below about -50%; inconclusive = mostly about -30% to -49%; note: % is set by controls: 0 for no effect and ±100 for the full control effect
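THP-1 cells pretreated 1 hr with compounds (up to 57.5 uM final), then stimulated with LPS (250 ng/mL final) plus ATP (1.25 mM final); secreted IL-1B measured by AlphaLISA after 16 hr, decreased signal indicating inhibition.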
DRD3 agonist = agonists of human D3 dopamine receptor; P35462; D3R DiscoveRx beta-arrestin cells, luminescence, 90 min; max activation, %; actives 0.58% (n = 410,000); AID 652048; in the data active = max activation above about 30%; note: 0% is about no effect; mostly tested at two doses, the higher about 12 µM
Target sequence (P35462 whole entry, looked up): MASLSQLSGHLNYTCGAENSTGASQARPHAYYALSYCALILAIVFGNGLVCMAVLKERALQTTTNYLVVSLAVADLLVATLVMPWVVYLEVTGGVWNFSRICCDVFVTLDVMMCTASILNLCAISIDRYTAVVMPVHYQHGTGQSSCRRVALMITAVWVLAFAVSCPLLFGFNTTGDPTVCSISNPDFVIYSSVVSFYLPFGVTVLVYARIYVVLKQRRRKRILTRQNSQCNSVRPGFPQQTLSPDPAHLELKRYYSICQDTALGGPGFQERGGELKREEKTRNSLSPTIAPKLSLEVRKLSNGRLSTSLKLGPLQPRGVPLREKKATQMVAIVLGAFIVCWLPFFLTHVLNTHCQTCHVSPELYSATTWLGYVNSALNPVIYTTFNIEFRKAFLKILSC
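Agonist-mode cell screen: cells plated at 1500/well and incubated overnight at 37 °C, then exposed to library compounds for 90 min at 37 °C. Detection reagent was added for 30–60 min at room temperature, and luminescence was read.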
SW480 rereplic = induces DNA re-replication in SW480 colon adenocarcinoma cells. SW480 DNA re-replication, Hoechst DNA content imaging, 48 h. actives 1.8% (n = 340,000). Potency, µM (series often up to 46.1 µM), without a hit: at the top dose re-replication activation, usual class: activators. AID 624297; note: potency is the fitted concentration of half-maximal effect; % of control where 0% means no effect; nearly all actives have a fitted effect of over 55% in size
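DNA re-replication was detected as more nuclei of elevated Hoechst intensity after 48 hr exposure to compound (23 nL pinned per well of 250 cells).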
HT1080NT lethal = kills 2HG-producing HT-1080-NT fibrosarcoma cells; Potency, µM (doses to about 46.1 µM), inactives show at the highest dose activity, negative = less viability, actives largely listed as cytotoxic; AID 686970; HT-1080-NT fibrosarcoma viability, CellTiter-Glo ATP luminescence, 48 h; actives 1.6% (n = 360,000);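 note: NT is the 2HG producing partner of a matched IDH1 knockdown line; potency is the fitted concentration of half-maximal effect; 0% = DMSO-treated cells and -100% = media-only wells without cells; nearly all actives have a fitted effect of over 55% in size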
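750 cells/well, RPMI + 5% FBS; 2 h settle, compound pin-transfer, 48 h at 37 degrees C. CellTiter-Glo 10 min RT, luminescence. Normalized to DMSO and media-only wells.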
GLP1R cytotox = cytotoxic in the GLP-1 receptor inverse agonist counter-screen; HEK293 cAMP-luciferase reporter cells, luminescence, 24 h; Potency, µM (highest dose often 38.3 µM), for the others: at the highest dose activity change, negative = inhibition, usual class: inhibitors; actives 0.13% (n = 410,000); AID 624418;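 note: loss of luciferase light is scored as toxicity; potency is the fitted concentration of half-maximal effect; % is set by controls: 0 for no effect and ±100 for the full control effect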
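Luminescence readout: signal drop marks cytotoxicity. Plated cells grew 12 h at 37 °C, 5% CO2, received 23 nL compound for 24 h, then got luciferase reagent, read after 12 min at RT.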
MCF10A rereplic = induces DNA re-replication in MCF 10a normal breast cells | Potency, µM (series often up to 46.1 µM), for the others: at the top dose activity, positive = re-replication, most hits filed as activators | MCF 10A DNA re-replication, Hoechst nuclear intensity, 48 h | actives 2.9% (n = 350,000); note: potency is the fitted concentration of half-maximal effect; % of control where 0% means no effect; nearly all actives have a fitted effect of over 50% in size
An asterisk follows results filed as active; ? = inconclusive; nt = no result given; [ ] = another dose, or the depositor's remark. Unless noted, calls come from the whole dose curve; as a rule, active = well fitted curve in the direction sought with a large enough effect; inconclusive = small, poorly fitted or top-dose-only effect, or another doubt; inactive = no such curve, though single readings can be large; an effect the other way counts as inactive or inconclusive.

Start of the listing, in advance, 2 compounds:
SMILES	KB-V1 cytotox	HT1080 IDH1KD tx	KB-3-1 tox	IL1B secr inh	DRD3 agonist	SW480 rereplic	HT1080NT lethal	GLP1R cytotox	MCF10A rereplic
Cc1cccc(NC(=O)Cn2nc(N3CCN(c4ccccc4)CC3)ccc2=O)c1C	-1%	nt	4%	nt	-5	nt	nt	-5%	nt
COc1ccc(NC(=O)CSc2ncnc3sc(C)cc23)cc1	30%	-23%	18%	22	7	1%	-1%	3%	7%

Results, repeating the preview:
SMILES	KB-V1 cytotox	HT1080 IDH1KD tx	KB-3-1 tox	IL1B secr inh	DRD3 agonist	SW480 rereplic	HT1080NT lethal	GLP1R cytotox	MCF10A rereplic
Cc1cccc(NC(=O)Cn2nc(N3CCN(c4ccccc4)CC3)ccc2=O)c1C	-1%	nt	4%	nt	-5	nt	nt	-5%	nt
COc1ccc(NC(=O)CSc2ncnc3sc(C)cc23)cc1	30%	-23%	18%	22	7	1%	-1%	3%	7%
O=C(NCc1ccccc1Cl)c1ccc(CS(=O)(=O)c2ccccc2)o1	-27%	2%	-2%	-14	1	3%	3%	4%	-8%
COc1ccc(-c2cc(C(C)=O)c(C)n2CCC(=O)NC2CCCCC2)cc1	-18%	nt	-4%	nt	1	nt	nt	0%	nt
O=[N+]([O-])c1ccc(Cl)cc1NCC1CCCO1 (configuration not stated)	-4%	-14%	-6%	-10	-10	-1%	-6%	4%	4%
CCOc1ccccc1NC(=O)C1CCN(S(=O)(=O)Cc2ccccc2)CC1	-7%	nt	20%	nt	3	nt	nt	-1%	nt
CCn1c(=O)c(C(=O)NCc2ccccc2Cl)c(O)c2ccccc21	?	-1%	?	0	5	-13%	-1%	4%	?
O=C(OCc1ccccc1F)c1cc(S(=O)(=O)N2CCCCC2)ccc1N1CCOCC1	-29%	-22%	-11%	-13	-2	nt	-19%	-15%	nt
Cc1cccc(S(=O)Cc2ccc(C(=O)N3CCOCC3)o2)c1 (configuration not stated)	0%	8%	1%	-3	3	13%	4%	-6%	0%
CN1CCN(C(=O)c2cc3c(c(-c4cccc(Br)c4)n2)[C@@H](CCO)N(S(=O)C(C)(C)C)C3)CC1 (some centres not stated)	1%	6%	?	7	-5	nt	23%	12%	nt
c1ccc(-c2cc(N3CCCCC3)ncn2)cc1	-2%	9%	5%	-3	2	0%	5%	-3%	3%
COc1ccccc1N1CCN(CCCCOc2ccc(C)cc2C)CC1	-3%	-13%	-7%	-1	-11	-8%	-1%	-3%	7%

Rewritten with bars between the fields: part of the list above.
Molecule | KB-V1 cytotox | HT1080 IDH1KD tx | KB-3-1 tox | IL1B secr inh | DRD3 agonist | SW480 rereplic | HT1080NT lethal | GLP1R cytotox | MCF10A rereplic
O=C(NCc1ccccc1Cl)c1ccc(CS(=O)(=O)c2ccccc2)o1 | -27% | 2% | -2% | -14 | 1 | 3% | 3% | 4% | -8%
COc1ccc(-c2cc(C(C)=O)c(C)n2CCC(=O)NC2CCCCC2)cc1 | -18% | nt | -4% | nt | 1 | nt | nt | 0% | nt
O=[N+]([O-])c1ccc(Cl)cc1NCC1CCCO1 (configuration not stated) | -4% | -14% | -6% | -10 | -10 | -1% | -6% | 4% | 4%
CCOc1ccccc1NC(=O)C1CCN(S(=O)(=O)Cc2ccccc2)CC1 | -7% | nt | 20% | nt | 3 | nt | nt | -1% | nt
CCn1c(=O)c(C(=O)NCc2ccccc2Cl)c(O)c2ccccc21 | ? | -1% | ? | 0 | 5 | -13% | -1% | 4% | ?
O=C(OCc1ccccc1F)c1cc(S(=O)(=O)N2CCCCC2)ccc1N1CCOCC1 | -29% | -22% | -11% | -13 | -2 | nt | -19% | -15% | nt
Cc1cccc(S(=O)Cc2ccc(C(=O)N3CCOCC3)o2)c1 (configuration not stated) | 0% | 8% | 1% | -3 | 3 | 13% | 4% | -6% | 0%

More results.
SMILES	KB-V1 cytotox	HT1080 IDH1KD tx	KB-3-1 tox	IL1B secr inh	DRD3 agonist	SW480 rereplic	HT1080NT lethal	GLP1R cytotox	MCF10A rereplic
Cc1ccc(CN(C(=O)Nc2cccc(Cl)c2)c2ccccn2)cc1	-6%	nt	-5%	nt	1	nt	nt	-14%	nt
CC(C)(C)C(=O)N1CCN(c2ccc([N+](=O)[O-])c(-n3nc(-c4ccccc4)c4ccccc4c3=O)c2)CC1	-1%	0%	4%	-10	-1	-2%	-1%	5%[1.53 µM]	11%
CCCN1Cc2cccc(C(=O)Nc3ccc(CN4CCCC4)cc3)c2C1=O	-25%	-25%	-2%	-56*	-1	?	-8%	?	?
CCC(C)NC(=O)C1CCCN(S(=O)(=O)c2ccc3c(c2)CC(C)N3C(C)=O)C1 (configuration not stated)	6%	2%	-23%	29	1	-12%	13%	4%	3%
CCN(CC(=O)NCc1ccncc1)S(=O)(=O)c1cc(Cl)ccc1Cl	-1%	-4%	-8%	22	-5	-85%[inhibitor]	0%	5%	-17%
CCOc1cc(NC(=O)c2ccccc2C(=O)O)c(OCC)cc1NC(=O)c1ccccc1F	3%	0%	0%	-15	-2	7%	1%	-7%	4%
CC1CC(C)CN(C(=O)c2ccc(Br)c(S(=O)(=O)N3CCOCC3)c2)C1 (configuration not stated)	?	-4%	-1%	27	1	-11%	8%	-20%	15%
COc1ccc(C(=O)OCC(=O)NCc2cccs2)c(OC)c1OC	-12%	6%	2%	-2	-1	-10%	2%	-22%	17%
CCC(CC)C(=O)Nc1nnc(-c2cccs2)s1	?	18%	17%	17	-1	-6%[9.22 µM]	28%	8%	-7%
COc1ccc(C(=O)O/N=C(\N)c2cccc(C)c2)cc1OC	-2%	11%	-27%	?	4	25%	0%	?	1%
COc1ccccc1-c1nc(SCC(=O)Nc2ccc(C)c(C)c2)n[nH]1	-18%	nt	0%	nt	-27	nt	nt	-8%	nt
Cc1ccnc(NC(=O)CCC(=O)N(CC(=O)NCc2ccccc2)c2ccc3c(c2)OCO3)c1	?	20%	-23%	5	-10	-7%	-1%	-7%	17%
C=CCC1=C/C(=C\c2c(N)n3nc(CC(=O)N4CCCC4)sc3nc2=O)C=C(OC)C1=O	-3%	0%	-3%	8	-6	-8%	10%	-14%	0%
CCN(C(=O)COc1cccc(-n2cnnn2)c1)C1CCS(=O)(=O)C1 (configuration not stated)	24%	4%	-10%	17	-8	-12%	1%	-6%	-5%
CCC(Sc1nccn1C)C(=O)Nc1cccc2ccccc12 (configuration not stated)	0%	-2%	-4%	7	1	-4%	-3%	3%	10%
Fc1cccc(-n2ncc(-c3nnnn3-c3ccccc3)c2C(F)(F)F)c1	?	1%	-9%	2	0	15%	-1%	-8%	-2%
CCC(CC)c1nnc(NC(=O)C2CC(=O)N(CCc3ccc(F)cc3)C2)s1 (configuration not stated)	?	-4%	-21%	13	5	-9%	-3%	-3%	3%
O=C(c1ccco1)N1CCN(C(=O)c2ccccc2NS(=O)(=O)c2ccc(F)cc2)CC1	15%	4%	0%	30	5	-2%	7%	-3%	1%
CN(CC(=O)Nc1ccc(OC(F)(F)F)cc1)C(=O)C1CCC1	-8%	3%	-12%	4	-1	1%	1%	7%	0%
S=C1NC2(CCCCC2)NN1c1ccccc1	0%	?	-4%	22	1	21%	?	-24%	15%
COc1cc(CC(=O)OCC(=O)Nc2cc([N+](=O)[O-])ccc2F)cc(OC)c1OC	-16%	-6%	0%	12	-1	?	0%	1%	3%
CCOc1ccc(/C=C/C(=O)c2cc(Br)ccc(=O)c2O)cc1	10µM*	23µM*	?	?	-18	?	?	?	9.2µM*
COc1ccc(OC)c(-c2nnc(SCC(=O)N3CCCc4ccccc43)o2)c1	-17%	-1%	-5%	-9	1	-2%	0%	18%	?
CCOc1ccc(NC(=O)CN2C(=O)C3(SCC(=O)N3c3ccc(F)cc3)c3ccccc32)cc1 (configuration not stated)	0%	nt	26%	nt	1	nt	nt	-11%	nt
O=C(NCc1ccc2c(c1)OCO2)c1ccc(COc2cc(Cl)ccc2Cl)o1	?	?	-10%	?	-11	10%	?	-5%	19%
O=C(Nc1ccc2c(c1)OCO2)C(c1ccccc1)N1CCC2(CC1)OCCO2 (configuration not stated)	5%	8%	-5%	9	2	-1%	1%	-15%	11%
COc1cc(C(=O)N/N=C/c2ccc(OC)c(CN3CCN(c4ccc(F)cc4)CC3)c2)ccc1O	1%	-15%	-2%	-7	-13	-94%[inhibitor]	-20%	8%	?
COc1cccc(CNC(=O)[C@@H]2CCCN2C(=O)[C@@H]2CCCN2)c1	0%	16%	14%	9	4	nt	18%	-6%	nt
COc1ccccc1N(C)S(=O)(=O)c1ccc(C(=O)OCC(N)=O)cc1	-2%	?	-1%	15	5	-4%	-5%	-2%	0%
Cc1ccc[n+](CC(=O)Nc2cccc(Cl)c2)c1	?	-1%	4%	-14	-21	1%	5%	-2%	-1%
Cc1cccc(CNC(=O)Nc2nnc([C@@H]3C[C@H](O)[C@@H](CO)O3)s2)c1	5%	-2%	0%	7	1	nt	6%	-1%	nt
Fc1ccc(CSc2nnc(-c3cccnc3)n2Cc2ccco2)cc1	0%	-6%	-2%	-12	-1	-4%	-3%	1%	-1%

Compound profiles (already shown). Order of screens: KB-V1 cytotox	HT1080 IDH1KD tx	KB-3-1 tox	IL1B secr inh	DRD3 agonist	SW480 rereplic	HT1080NT lethal	GLP1R cytotox	MCF10A rereplic
Profile of O=C(Nc1ccc2c(c1)OCO2)C(c1ccccc1)N1CCC2(CC1)OCCO2 (configuration not stated) = 5%	8%	-5%	9	2	-1%	1%	-15%	11%
Profile of COc1cc(C(=O)N/N=C/c2ccc(OC)c(CN3CCN(c4ccc(F)cc4)CC3)c2)ccc1O = 1%	-15%	-2%	-7	-13	-94%[inhibitor]	-20%	8%	?

Compounds were not picked by outcome; 11% or so of the library scored in one or more.
